Screening results: PubChem BioAssay, several laboratories
DNMT1 inh: DNMT1 (human) enzyme inhibition; P26358; DNMT1 molecular beacon, Hinp1I cleavage, fluorescence; inhibition (reported as % activation of signal), % at 10 µM; hit rate 0.83% among 360,000; in the data active = inhibition above about 50%
CSN inh: inhibitors of human CSN-mediated cullin deneddylation | hit rate 0.38% among 360,000 | inhibition, % at 12.5 µM | Purified CSN, SCF-Nedd8-OG deneddylation, fluorescence polarization | Q92905;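 active = pattern-corrected inhibition above about 35%, with an unprinted fluorescence ratio check between 0.5 and 1.5, limit read from the data, passing the limit was not always enough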;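 note: 0% = enzyme with substrate and 100% = substrate without enzyme; some results filed as inactive read as strong as hits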
Target sequence (Q92905 whole entry, looked up, one chain of several): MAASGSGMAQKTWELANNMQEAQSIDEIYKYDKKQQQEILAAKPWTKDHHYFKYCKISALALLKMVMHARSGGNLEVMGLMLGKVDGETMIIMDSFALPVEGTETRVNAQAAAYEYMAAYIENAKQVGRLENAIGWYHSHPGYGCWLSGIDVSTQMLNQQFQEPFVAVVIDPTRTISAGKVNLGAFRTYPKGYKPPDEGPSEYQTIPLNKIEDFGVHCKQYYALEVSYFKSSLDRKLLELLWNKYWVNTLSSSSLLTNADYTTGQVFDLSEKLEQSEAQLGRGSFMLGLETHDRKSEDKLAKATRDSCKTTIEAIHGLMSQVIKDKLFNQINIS
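Assay system: purified human Csn5 enzyme expressed in HEK293T cells; measure: % inhibition; also added: SCFSkp2-Nedd8OG substrate at 10 nM final; technique: fluorescence polarization; times: reaction 90 min, room temperature; medium: Tris buffer pH 7.5, NaCl, DTT, Tween-20, trehalose, ovalbumin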
LMPTP inh: LMPTP (human) inhibition. recombinant LMPTP-A, OMFP fluorogenic substrate, fluorescence intensity. inhibition, % at 20 µM. hit rate 0.22% among 360,000;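 active = compounds that cut the enzyme signal by at least half of the control window in the single-dose screen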;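 note: plate controls were DMSO wells with enzyme plus substrate for no effect and substrate without enzyme for full effect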
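Material: LMPTP-A; amount: 0.625 nM enzyme; doses: single 20 µM dose; times: reaction 50 min, room temperature, dark; technique: fluorescence intensity of OMFP turnover product; benchmarks: no-enzyme and uninhibited controls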
SUMO1 PPI mod: modulators of human SUMO1-mediated protein-protein interactions; P63165; SUMO1 binding to a labelled peptide, TR-FRET, 1 h; inhibition, % at 20 µM; hit rate 0.33% among 360,000; AID 602429; in the data active = inhibition above about 37%
Target sequence (P63165 whole entry, looked up): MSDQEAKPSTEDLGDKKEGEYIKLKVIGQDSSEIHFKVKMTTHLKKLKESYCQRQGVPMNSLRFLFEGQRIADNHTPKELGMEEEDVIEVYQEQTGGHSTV
STEP inh: inhibitors of human striatal-enriched phosphatase STEP. P54829. recombinant STEP, OMFP fluorogenic substrate, fluorescence. inhibition, % at 20 µM. hit rate 0.25% among 360,000. AID 588621;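 active = inhibition at 20 µM, scaled per plate between control wells, above about 37%, limit read from the data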;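 note: 0% = DMSO with enzyme and substrate and 100% = substrate only without enzyme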
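medium = Bis-Tris buffer pH 6.0, 2.5 mM DTT, 0.005% Tween 20 | test system = STEP (striatal-enriched tyrosine phosphatase) enzyme, cell-free | measure = normalized % inhibition | compound dosing = 20 µM, 1% DMSO | also added = 25 µM OMFP | schedule = reaction 20 min, ambient temperature | measured by = fluorescence read at 480 nm ex / 540 nm em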
Scp1 inh: inhibitors of human Scp-1 phosphatase; Q9GZU7; Recombinant Scp1, phosphopeptide, malachite green phosphate absorbance; inhibition, % at 20 µM; hit rate 0.88% among 340,000;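 active = inhibition above about 50% at 20 µM, limit read from the data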;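 note: plate controls were DMSO wells with enzyme for no effect and wells lacking enzyme for full effect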
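Incubation: 45 min enzyme reaction at room temperature / System: truncated SCP-1 phosphatase (76-261aa) / Reagent: Phospho 17-mer peptide substrate / Buffer or medium: Acidic Tris acetate buffer with magnesium and detergent / Signal: absorbance at 630 nm / Doses: one concentration, 20 µM, with 1.0% DMSO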
NadD inh: NadD (S. aureus) enzyme inhibition; purified NadD enzyme, colorimetric absorbance read-out; inhibition, % at 20 µM; hit rate 0.78% among 360,000; in the data active = inhibition above about 26%; note: some compounds past the cut are filed as inactive
TbMetRS inhib: blocks T. brucei methionyl-tRNA synthetase activity; purified T. brucei MetRS, ATP depletion, Kinase-Glo luminescence; inhibition, % at 11.9 µM; hit rate 0.4% among 360,000;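 active = inhibition above a per-plate cutoff of the control wells' mean inhibition plus 3 SD, cut at about 5.5% in these data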;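 note: 0% = DMSO wells median and 100% = median of wells with control inhibitor compound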
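System: purified T. brucei MetRS enzyme / Detection: Kinase-Glo luciferase luminescence reporting remaining unconsumed ATP / Medium: HEPES buffer with MgCl2, KCl, DTT, spermine, BSA, pyrophosphatase / Replication: singlicate, one well per compound / Evaluation: percent inhibition relative to median high and low control wells / Schedule: 2 h aminoacylation at 25 °C after 15 min preincubation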
Rpn11 inh: blocks the human proteasome subunit Rpn11. hit rate 0.59% among 360,000. AID 588493. calls only at 20 µM. human 26S proteasome, Ub4-pepOG fluorescence polarization; 20S core pre-blocked with epoxomicin;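 active = inhibition at 20 µM, scaled to each plate's controls, above about 33%, limit read from the data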
MLLE-PAM2 inh: inhibitors of microRNA-mediated deadenylation, human PABP1 MLLE binding | P11940 | GST-MLLE / FITC-PAM2 fluorescence polarization | inhibition, % at 20 µM | hit rate 0.36% among 360,000 | AID 588489; in the data active = inhibition above about 35%, passing the limit was not always enough;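 note: plate controls were DMSO wells with GST-MLLE for no effect and wells lacking GST-MLLE protein for full effect; some results filed as inactive read as strong as hits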
Target sequence (P11940 whole entry, looked up): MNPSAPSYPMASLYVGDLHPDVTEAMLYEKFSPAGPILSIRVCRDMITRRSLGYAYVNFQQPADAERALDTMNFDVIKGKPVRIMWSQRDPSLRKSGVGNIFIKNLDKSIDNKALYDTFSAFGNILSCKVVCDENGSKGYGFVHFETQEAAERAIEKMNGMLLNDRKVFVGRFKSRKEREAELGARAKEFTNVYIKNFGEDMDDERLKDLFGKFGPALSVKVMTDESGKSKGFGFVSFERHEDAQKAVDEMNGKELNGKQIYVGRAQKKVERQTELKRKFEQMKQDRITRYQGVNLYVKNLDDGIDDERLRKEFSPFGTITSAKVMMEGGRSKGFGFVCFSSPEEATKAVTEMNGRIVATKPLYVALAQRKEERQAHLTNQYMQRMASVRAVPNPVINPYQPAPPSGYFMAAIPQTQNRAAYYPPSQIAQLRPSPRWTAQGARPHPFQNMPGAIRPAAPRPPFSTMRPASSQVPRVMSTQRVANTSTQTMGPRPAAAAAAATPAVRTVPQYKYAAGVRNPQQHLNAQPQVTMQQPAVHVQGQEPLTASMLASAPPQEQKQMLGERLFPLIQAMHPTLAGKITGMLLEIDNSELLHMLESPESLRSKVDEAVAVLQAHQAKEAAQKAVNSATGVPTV
Numbers without * were called inactive; i = inactive; x = no result given; + = active, no number. Compounds as they come, and some 3.6% of all compounds hit somewhere here.

SMILES | DNMT1 inh | CSN inh | LMPTP inh | SUMO1 PPI mod | STEP inh | Scp1 inh | NadD inh | TbMetRS inhib | Rpn11 inh | MLLE-PAM2 inh
N/C(=N\N=C/c1ccc(F)cc1)N/N=C\c1ccc(F)cc1 | 4 | 0 | 1.5 | -17 | 8 | -1 | -1 | -0.7 | i | -56
O=C(NC(Cc1nn[nH]n1)C(=O)OCc1ccccc1)OCc1ccccc1 (centres undefined) | -2 | 0 | -2.1 | 1 | 3 | x | -3 | -0.2 | i | -14
Fc1cccc(Cc2c(-c3ccc(Cl)cc3)nc3c(Cl)cc(C(F)(F)F)cn23)c1 | 11 | -5 | 0.3 | 2 | 1 | x | 6 | -0.2 | i | 17
COc1cccc(/C=C/C(=O)NNC(=O)c2ccncc2)c1 | 1 | -1 | -0.4 | -8 | -1 | -7 | -3 | -0.2 | i | -4
COc1ccc(NC(=O)c2nc[nH]c2C(=O)N(C)Cc2ccccc2)cc1 | -1 | -6 | 1.0 | 2 | -2 | 3 | 4 | -0.1 | i | 17
Cc1c(O)c(CN2CCCCC2)cc2c3c(c(=O)oc12)CCC3 | -2 | -1 | 0.4 | -3 | 1 | -10 | 1 | -1.1 | i | -7
COc1ccc(C2NC(=O)CCC2[N+](=O)[O-])c(OC)c1 (centres undefined) | 0 | 2 | -2.5 | 6 | 0 | -2 | -3 | -0.1 | i | 1
COc1cc2cc(CCCOC(=O)c3ccc(C(F)(F)F)cc3)oc(=O)c2cc1OC | 13 | -2 | 0.9 | -6 | -2 | -3 | -21 | -0.4 | i | -16
COc1ccc(Cc2noc(CN3CCCN(Cc4ccc(F)cc4)CC3)n2)cc1OC | -5 | 2 | -2.2 | 0 | 0 | -10 | -6 | -0.3 | i | -15
COc1ccccc1NC(=O)COC(=O)c1ccc([N+](=O)[O-])s1 | 30 | 31 | -1.5 | 35 | -1 | 0 | -3 | 0.6 | i | 8
COc1ccccc1CNC(=O)C(=O)NCC1OCCN1S(=O)(=O)c1ccccc1 (centres undefined) | -5 | -4 | 0.4 | 3 | 1 | -5 | -6 | -0.1 | i | -5
CCCNC(=O)C/C(C)=N/NC(=O)C(=O)Nc1ccccn1 | -5 | -7 | -1.0 | -3 | -2 | -1 | -10 | 0.1 | i | -7
COc1ccccc1C(CNC(=O)c1ccc(C)c(S(=O)(=O)N2CCCCC2)c1)N(C)C (centres undefined) | -1 | 2 | -0.9 | 1 | 0 | -10 | -6 | 0.2 | i | 8
Cc1nn2c(COc3ccc(NC(=O)c4ccccc4)cc3)nnc2c2ccccc12 | -3 | 0 | 0.0 | 9 | 1 | 2 | 11 | -0.4 | i | 0
CCOc1ccc(/C=N/Nc2cc(N3CCOCC3)nc(C)n2)c(O)c1 | 3 | 5 | 2.1 | 12 | 4 | -8 | 8 | -1.0 | i | 0
Cc1ccc(C(=O)OCC(=O)Nc2ccccc2Cl)c(O)c1 | 5 | -2 | -0.9 | 1 | 5 | -11 | -6 | -0.6 | i | 24
Cc1ccc(C)c(N2CCN(C(=O)Cn3c(=O)oc4cc(S(=O)(=O)N5CCCC5)ccc43)CC2)c1 | -6 | 0 | 1.1 | 2 | 0 | 1 | 0 | -0.2 | i | 11
O=[N+]([O-])c1ccc(N2CCN(c3ccc(F)cc3)CC2)cn1 | 2 | -1 | -0.8 | -30 | 0 | -5 | 3 | 0.8 | i | 0
CC(=O)N1CCOc2ccc(S(=O)(=O)N(C)c3cccc(C)c3)cc21 | 1 | -6 | -0.9 | 4 | 2 | 7 | -4 | 0.0 | i | 7
N[C@@H](Cc1ccccc1)c1nnc(SCc2ccccc2Cl)o1 | -8 | 1 | -1.3 | 1 | 12 | 1 | 4 | 0.2 | i | -15
O=C(OCc1nc2ccccc2c(=O)[nH]1)c1cccs1 | 3 | 0 | -2.1 | 2 | -2 | 20 | -4 | 0.0 | i | 3
O=C(NNC(=O)c1cccs1)c1ccc(S(=O)(=O)N2CCCCC2)cc1 | 6 | -19 | 0.0 | 8 | -4 | -5 | -9 | 0.2 | i | 8
O=C(/C=C/c1ccc(Cl)cc1Cl)c1cccnc1 | 1 | 2 | 1.2 | -4 | -2 | -8 | 8 | -0.5 | i | -11
CC1(C(=O)NCc2ccc(C(F)(F)F)cc2)CCN1Cc1cc2ccccc2o1 (centres undefined) | 4 | -2 | 1.6 | -1 | 2 | x | 4 | 0.1 | i | -3
Cc1cnc(NC(=O)c2ccccn2)s1 | 4 | -7 | -0.3 | 3 | 1 | 7 | -7 | -0.1 | i | 2
Continuation.
SMILES | DNMT1 inh | CSN inh | LMPTP inh | SUMO1 PPI mod | STEP inh | Scp1 inh | NadD inh | TbMetRS inhib | Rpn11 inh | MLLE-PAM2 inh
CCc1cc2c3c(c1)C1(C(=O)N3C(C)(C)C=C2C)C(C#N)=C(N)Oc2[nH]c(=O)[nH]c(=O)c21 (centres undefined) | -5 | 6 | 0.0 | -1 | -4 | -5 | 7 | -0.3 | i | 1
O=C(CCC1CCCCC1)NCCS(=O)(=O)N1CCN(c2ccccc2)CC1 | 1 | -3 | 0.5 | -1 | 2 | 4 | -3 | -0.2 | i | -3
Cc1ccc(NC(=O)c2cc(=O)[nH]c3ccc(S(=O)(=O)N4CCOCC4)cc23)nc1 | 2 | -4 | -4.4 | -10 | -3 | -1 | -3 | 0.0 | i | -4
CN=C1S/C(=C\c2ccc(O)c(Br)c2)C(=O)N1C | 1 | 1 | -49 | -24 | 0 | -10 | -8 | -1.1 | i | -17
COc1ccc(OCCC(=O)Nc2ccc(S(N)(=O)=O)cc2)cc1 | -1 | -3 | 0.2 | 4 | 0 | -6 | -8 | -0.3 | i | 2
CN(C(=O)COC(=O)C1CCN(S(=O)(=O)c2ccc3c(c2)OCCO3)CC1)C1CCS(=O)(=O)C1 (centres undefined) | 2 | 6 | 0.5 | 0 | -4 | -6 | -2 | -0.1 | i | 12
CC(=O)Nc1ccc(C(=O)NNC(=O)Cc2ccccc2)cc1 | 2 | -2 | 0.1 | -3 | 2 | -3 | -2 | -0.2 | i | -12
CN1CCC(N2CCN(C3CN(Cc4ccc(F)cc4)S(=O)(=O)C3)CC2)CC1 (centres undefined) | 16 | -4 | 0.8 | 10 | 2 | x | -4 | -0.7 | i | -2
COc1cccc(/C=C(\C#N)c2nc3ccccc3[nH]2)c1OCC(=O)O | 5 | 4 | -0.2 | -6 | -1 | 6 | -2 | -1.0 | i | -21
Cn1nc(C(C)(C)C)cc1C(=O)N1CCCC(c2cc(C(=O)NCc3ccccc3)no2)C1 (centres undefined) | -1 | -2 | -0.4 | -3 | 0 | x | -4 | -0.2 | i | -3
Cc1ccc(C(=O)N/C(=C\c2cccc([N+](=O)[O-])c2)C(=O)NCc2ccncc2)cc1 | 2 | -9 | -1.4 | -20 | 1 | 3 | -1 | -0.6 | i | -2
Cc1ccc(S(=O)(=O)n2nc(C)cc2N)cc1 | 0 | -3 | -0.7 | -6 | 0 | -9 | 2 | 0.3 | i | -6
O=S(=O)(Cc1ccccc1)Nc1ccccc1 | 4 | 4 | -0.5 | 3 | 0 | -2 | -7 | -0.3 | i | 3
CCNC(=O)C1(C)CCN(C(=O)c2cccc3ccccc23)C1 (centres undefined) | 2 | -2 | -0.7 | 3 | 0 | x | 0 | 0.3 | i | -1
Cc1cc([N+](=O)[O-])nn1CCCC(=O)Nc1cccc(Cl)c1Cl | 1 | 5 | -0.4 | 30 | -2 | -20 | -1 | -0.2 | i | 10
O=C(O)COc1ccccc1/C=N/NC(=O)c1cccc(S(=O)(=O)N2CCOCC2)c1 | 3 | -9 | -0.5 | 1 | -5 | -1 | -4 | 0.3 | i | 3
O=C(Cc1cccs1)N(Cc1ccco1)C1(C(=O)NC2CCCCC2)CCCCC1 | 0 | -2 | 0.0 | -1 | -2 | -5 | -1 | 0.1 | i | 0
COC(=O)C1=C(C)NC2=C(C(=O)CC(C)(C)C2)C1c1ccsc1 (centres undefined) | 1 | -1 | -1.7 | -2 | 0 | -8 | -6 | -1.2 | i | 8
O=C(NC1CCCC1)C1=COCCO1 | 5 | 1 | -1.3 | -1 | -4 | 1 | -1 | -0.5 | i | 4
CCCCCOC(=O)C(C)c1c(C)[nH]c(=S)[nH]c1=O (centres undefined) | 1 | 4 | 1.0 | 3 | 3 | -7 | 4 | -0.7 | i | 6
CCC(=O)c1ccc(OC(=O)/C=C/c2cc(OC)c(OC)c(OC)c2)cc1 | 1 | 2 | 2.2 | -15 | 3 | -7 | -11 | -0.3 | i | -6
Cc1ncc([N+](=O)[O-])n1S(=O)(=O)c1cc(Br)ccc1Br | 1 | 3 | -0.8 | 0 | -3 | 8 | 3 | -1.0 | i | 9
COc1ccc(C)cc1NC(=O)C(C)N1CCOCC1 (centres undefined) | 0 | -1 | -2.5 | 5 | -1 | -2 | -3 | 0.1 | i | 5
COc1ccc(C(C#N)=C2C=CC(=NO)c3ccccc32)cc1 | -36 | 1 | 3.8 | -13 | 2 | x | 0 | 0.1 | i | -6
O=C(O)Cn1nnc(-c2ccccc2)c1COc1ccccc1 | 1 | -4 | -0.9 | 6 | 4 | x | 1 | 0.3 | i | -28
CCCc1nnc(NS(=O)(=O)c2ccc(OC)cc2)s1 | 72* | -5 | 1.2 | 1 | -3 | 4 | 3 | -3.1 | i | 20
O=C(CSCc1ccccc1)N/N=C/c1ccc(OCC(=O)N2CCCCC2)cc1 | 2 | -16 | -0.6 | -9 | -2 | 16 | 4 | -0.1 | i | -8
CCOc1ccc2noc3c2c1C(=O)c1ccccc1-3 | + | -72 | -27 | -17 | -158 | -8 | 1 | -0.4 | i | i

Exported with two lines to a compound: part of the list above.
Under each structure: DNMT1 inh, CSN inh, LMPTP inh, SUMO1 PPI mod, STEP inh, Scp1 inh, NadD inh, TbMetRS inhib, Rpn11 inh, MLLE-PAM2 inh
- Cc1ccc(S(=O)(=O)n2nc(C)cc2N)cc1
 : 0, -3, -0.7, -6, 0, -9, 2, 0.3, i, -6
- O=S(=O)(Cc1ccccc1)Nc1ccccc1
 : 4, 4, -0.5, 3, 0, -2, -7, -0.3, i, 3
- CCNC(=O)C1(C)CCN(C(=O)c2cccc3ccccc23)C1 (centres undefined)
 : 2, -2, -0.7, 3, 0, x, 0, 0.3, i, -1
- Cc1cc([N+](=O)[O-])nn1CCCC(=O)Nc1cccc(Cl)c1Cl
 : 1, 5, -0.4, 30, -2, -20, -1, -0.2, i, 10
